From PubChem
V-ATPase pH = regulators of yeast V-ATPase proton pumping, primary screen, pHLuorin cytosolic pH fluorescence | S. cerevisiae | hit rate 0.37% among 350,000 | response, % at 10 µM; in the data active = response mostly above about 7.3%, no sharp cut-off; inactive = mostly below about 5.4%; also: actives read high; inactives centre near 0; some compounds called inactive have numbers as strong as hits
CAL PDZ FP-1 = CAL PDZ peptide-binding inhibitors, primary screen, biochemical, fluorescence polarization, Cer-tagged CAL PDZ, HTS; inhibition, % at 20 µM; hit rate 0.02% among 330,000; purified CAL PDZ, TMR-peptide fluorescence polarization, 1 h; AID 504414, 2011; Golgi-associated PDZ and coiled-coil motif-containing protein (Homo sapiens), Q9HD26;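 active = highest replicate inhibition of at least 40%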;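 also: plate controls were DMSO neutral control wells for no effect and unlabeled competitor peptide control wells for full effect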
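Read-out basis: mP drop reported as inhibition | Assay system: Tagged CAL PDZ protein CerCALP, purified | Benchmarks: Unlabelled peptide for full inhibition, DMSO wells as neutral | Schedule: 1 h incubation at room temperature before polarization reading | Buffer or medium: Sodium phosphate/NaCl buffer pH 7.4 with TCEP, IgG, Thesit | Doses: Single point, 20 µM | Measured by: Fluorescence polarization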
CAL PDZ FP-2 = untagged CAL PDZ binding inhibitors, primary screen, biochemical, fluorescence polarization, HTS. hit rate 0.92% among 300,000. inhibition, % at 24.9 µM. AID 602252, 2012. purified CAL PDZ, TMR-peptide fluorescence polarization, 1 h;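 active = mean inhibition of at least 30% with at least half of replicates also reaching 30%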;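 also: 0% = DMSO neutral control and 100% = excess unlabeled competitor peptide PRC23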
C-LANA FP = inhibitors of KSHV C-LANA binding to DNA, primary screen, biochemical, fluorescence polarization, FAM-LBS DNA, MBP-C-LANA, single point; AID 504423, 2011; hit rate 0.078% among 340,000; inhibition, % at 9 µM; Kaposi's sarcoma herpesvirus LANA C-terminal domain (residues 932-1162) DNA binding;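 active = highest replicate inhibition at or above 60% at 9 µM, even if other replicates fall short; inactive = all replicates below 60% inhibition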;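 also: 0% = neutral control wells and 100% = 4 µM acridine orange control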
NSD2 HMT inh = NSD2 histone methyltransferase inhibitors, primary screen, biochemical, AlphaScreen, single concentration, set 2; Histone-lysine N-methyltransferase NSD2 (Homo sapiens), O96028; NSD2 peptide methylation, 120 min; inhibition, % at 12.5 µM; hit rate 0.54% among 310,000; in the data active = inhibition above about 50%
Arrestin-AP2 inh = inhibitors of beta-arrestin/AP2 binding, primary screen, biochemical, GPCR trafficking, flow cytometry; FITC-arrestin peptide / GST-AP2 beads; AP2 beta2 appendage carries R879A mutation; inhibition, % at 10 µM; hit rate 0.31% among 340,000;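 active = inhibition above a set limit, near 3 SD of compounds lacking own fluorescence, cut at about 54% in these data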;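 also: plate controls were DMSO wells for no effect and 5 µM unlabelled arrestin peptide for full effect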
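System: GST-AP2 R879A glutathione beads. Medium: PBS with 0.05% Tween 20 and 0.1% BSA. Also added: FITC-arrestin peptide, 50 nM. Incubation: 12 min plus 1 h, RT. Measured by: high-throughput flow cytometry of beads, ex 488, em 535 nm. Evaluation: percent drop in bead-associated FITC signal.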
DAGLB inhibitor = DAGLB lipase inhibitors, primary screen, biochemical, fluorescence, HTS. hit rate 0.059% among 340,000. Diacylglycerol lipase-beta (Homo sapiens), Q8NCG7. HEK293T DAGLB membrane lysate, EnzChek fluorogenic substrate. AID 504411, 2011. inhibition, % at 5.17 µM; in the data active = inhibition above about 34%;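 also: 0% = enzyme with vehicle and 100% = wells lacking enzyme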
Keap1-Nrf2 PPI = Keap1-Nrf2 protein-protein interaction inhibitors, primary screen, biochemical, fluorescence polarization, single point. inhibition, % at 9.4 µM. hit rate 0.15% among 340,000. Keap1 Kelch-Nrf2 peptide fluorescence polarization, 1536-well. AID 504523, 2011; in the data active = inhibition above about 12%;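 also: human Keap1 Kelch domain with fluorescein labeled Nrf2 9mer peptide probe; 0% = neutral control wells and 100% = peptide positive control; higher means more block of Keap1 binding to Nrf2 peptide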
Target sequence (Q14145 whole entry, looked up, the tested form may be a part): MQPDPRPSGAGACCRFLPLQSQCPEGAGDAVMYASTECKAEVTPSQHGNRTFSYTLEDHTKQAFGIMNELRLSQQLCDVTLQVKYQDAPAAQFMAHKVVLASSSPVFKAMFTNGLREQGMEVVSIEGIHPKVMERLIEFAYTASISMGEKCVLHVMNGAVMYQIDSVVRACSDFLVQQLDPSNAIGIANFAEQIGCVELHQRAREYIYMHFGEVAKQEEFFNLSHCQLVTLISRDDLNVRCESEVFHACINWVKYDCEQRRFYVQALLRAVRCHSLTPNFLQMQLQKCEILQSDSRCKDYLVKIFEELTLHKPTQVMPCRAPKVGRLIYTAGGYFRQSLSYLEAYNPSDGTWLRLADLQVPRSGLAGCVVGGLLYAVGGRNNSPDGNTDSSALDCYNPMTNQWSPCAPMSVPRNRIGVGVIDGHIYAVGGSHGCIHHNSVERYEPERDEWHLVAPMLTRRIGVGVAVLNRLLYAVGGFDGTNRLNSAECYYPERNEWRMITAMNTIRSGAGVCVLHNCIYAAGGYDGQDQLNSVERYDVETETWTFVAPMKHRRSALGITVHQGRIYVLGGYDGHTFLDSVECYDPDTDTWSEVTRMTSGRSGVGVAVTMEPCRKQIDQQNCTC
RTF Ca sens inh = cardiac RTF calcium sensitivity inhibitors, primary screen, biochemical, IANBD-TnC fluorescence, EC70 calcium. hit rate 0.12% among 340,000. AID 493244, 2011. IANBD-labeled cardiac RTF, Ca2+ fluorescence. inhibition, % at 7.15 µM. Troponin I, cardiac muscle (Homo sapiens) + Troponin T, cardiac muscle (Homo sapiens) + …;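 active = inhibition above the mean inhibition of all tested compounds plus 3 SD, cut at about 17% in these data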;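 also: assay run at fixed EC70 calcium of 1.6 mM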
DSG3 Ab inh = inhibitors of pemphigus antibody binding to DSG3, primary screen, biochemical, bead-based, flow cytometry, scFv-GFP; Desmoglein-3 (Homo sapiens), P32926; DSG3-coupled beads, scFv-anti-DSG3-GFP binding; active compounds read low; binding (percent of control), % at 10 µM; hit rate 0.48% among 310,000;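 active = binding more than 3 SD below its plate's average and above zero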;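 also: hits lower antibody fragment binding to DSG3; some compounds called inactive have numbers as strong as hits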
* = called active by the depositor; x = no result given.

SMILES	V-ATPase pH	CAL PDZ FP-1	CAL PDZ FP-2	C-LANA FP	NSD2 HMT inh	Arrestin-AP2 inh	DAGLB inhibitor	Keap1-Nrf2 PPI	RTF Ca sens inh	DSG3 Ab inh
CSCCC(NS(=O)(=O)c1ccccc1F)C(=O)Nc1cccc(C)n1 (stereo not given)	0	-3.0	-3	-1.8	-1	8	0	-4	-5	x
Cc1nc(-c2nnc(SCC(=O)Nc3cc(C(F)(F)F)cc(C(F)(F)F)c3)n2C)cs1	1	-0.8	-4	-0.7	-1	0	-3	-3	-5	x
COc1ccc(N(C)S(=O)(=O)c2cccc(C(=O)OCC(=O)Nc3sc4c(c3C#N)CCCCC4)c2)cc1	-1	-1.0	-4	-1.8	2	-21	-4	-3	-3	103
CN(C[C@H](Cc1ccccc1)N(C[C@H](Cc1cccc2ccccc12)N(CCc1ccccc1)N=O)N=O)N=O	-4	-0.7	1	4.0	x	1	-3	-1	-6	100
COc1ccc(-c2c[nH]c(=O)[nH]c2=O)cc1OC	3	-1.1	-1	0.2	-2	26	0	-2	-8	102
CCOCc1cc(C)[nH]c(=O)c1C#N	-4	-0.9	2	1.0	x	0	0	-3	-5	x
CC(C)[C@H](NC(=O)c1ccc(Cl)c([N+](=O)[O-])c1)C(=O)NCc1ccc(Cl)cc1Cl	-2	-0.8	1	0.1	x	-16	-3	5	-1	100
O=C(NC1CCS(=O)(=O)C1)Oc1ccccc1 (stereo not given)	2	x	-5	-0.2	0	7	3	-3	2	109
COc1ccc(-c2csc(Nc3ccc(C)cn3)n2)cc1OC	-3	1.2	-7	0.9	2	-5	1	-2	1	100
O=C(Nc1ccccc1[N+](=O)[O-])c1ccc(S(=O)(=O)N2CCCC2)cc1	0	0.2	5	-1.1	9	-5	-1	0	4	108
CC1=NN(/C(=N\c2nnc(C)s2)Nc2ccccc2)[C@H](c2ccc(C)cc2)S1	1	-1.8	-1	-0.3	-3	10	0	-1	0	106
Cc1cc(OCCCCOc2ccc(S(N)(=O)=O)c(C)c2)ccc1S(N)(=O)=O	-1	-1.2	2	11	-2	22	-5	0	-2	102
CCOc1ccc(/C=N/NC(=O)c2[nH]ncc2Br)c(O)c1	-3	-0.8	x	2.7	23	5	4	-2	-4	81
CNc1c(NS(=O)(=O)c2ccc(Cl)s2)c(=O)oc2ccccc12	4	-1.7	-1	1.1	3	26	-2	2	0	111
O=C(N/N=C/c1ccc(O)cc1O)/C(=C/c1ccccc1)CCO	0	-2.3	0	1.4	-4	-2	5	-4	6	97
CCCCN1C(=N)N([C@@H](C)CN2CCC[C@H]2CN2C(N)=NC[C@H]2CC(C)C)C[C@H]1Cc1ccccc1	-3	-0.2	-2	0.0	x	7	-2	-8	5	107
COCCNC(=O)c1onc(CSc2ccc(C(C)C)cc2)c1C(=O)O	3	-0.9	-4	0.2	x	19	7	-1	1	108
CCN1CCN(C(CNS(=O)(=O)c2ccc(OC)cc2)c2cccnc2)CC1 (stereo not given)	-3	-0.7	3	0.6	x	2	-2	7	-7	108
CCOc1ccccc1OCC(=O)Nc1ccc(OC)c(S(=O)(=O)N2CCCCC2)c1	-4	0.3	-3	2.4	-1	-17	-2	3	-15	96
O=C(CCCCCN1C(=O)c2ccccc2C1=O)Nc1ccccc1F	-3	0.8	2	-1.1	-3	17	1	-2	-3	93

Two compounds picked at random from the list so far, as already listed:
SMILES	V-ATPase pH	CAL PDZ FP-1	CAL PDZ FP-2	C-LANA FP	NSD2 HMT inh	Arrestin-AP2 inh	DAGLB inhibitor	Keap1-Nrf2 PPI	RTF Ca sens inh	DSG3 Ab inh
CCOc1ccccc1OCC(=O)Nc1ccc(OC)c(S(=O)(=O)N2CCCCC2)c1	-4	0.3	-3	2.4	-1	-17	-2	3	-15	96
COCCNC(=O)c1onc(CSc2ccc(C(C)C)cc2)c1C(=O)O	3	-0.9	-4	0.2	x	19	7	-1	1	108

Following part
SMILES	V-ATPase pH	CAL PDZ FP-1	CAL PDZ FP-2	C-LANA FP	NSD2 HMT inh	Arrestin-AP2 inh	DAGLB inhibitor	Keap1-Nrf2 PPI	RTF Ca sens inh	DSG3 Ab inh
O=C(Cc1ccc(NC(=O)C2CCN(C(=O)C3CCCC3)CC2)cc1)Nc1cccc(C(=O)N2CCCCC2)c1	-1	2.4	-1	1.0	x	1	-1	-2	-12	99
CC(=O)N1c2ccc(S(=O)(=O)N3CCC(C(=O)Nc4cc(C)cc(C)c4)CC3)cc2CC1C (stereo not given)	-2	-1.5	3	1.4	-1	-5	-3	-4	4	107
Cc1ccc(NC(=S)N2CCC(c3nc4ccccc4s3)CC2)cc1C	4	-3.0	-3	-0.4	37	33	-6	1	3	84
COC(=O)c1ccc(CSc2nc(C)nc3sc(C)c(C)c23)o1	5	-2.1	x	0.2	0	-4	-1	-4	-7	100
O=C(COC(=O)C1C2CC3OC(=O)C1C3C2)Nc1cccc(Cl)c1 (stereo not given)	-4	-1.5	-2	-1.2	-2	-1	2	0	-2	93
COc1cc(-c2n[nH]c(=S)n2-c2cc(C(F)(F)F)ccc2Cl)cc(OC)c1OC	3	0.0	-2	-0.1	1	-11	3	-1	1	94
C(=N\N1CCN(Cc2ccccc2)CC1)/c1cccs1	-4	-0.4	-9	1.4	6	5	-13	-2	-14	x
C=CCOC(=O)C(C#N)c1nc2ccccc2nc1N1CCN(Cc2ccccc2)CC1 (stereo not given)	-6	x	-6	6.0	3	-5	-9	3	-13	x
O=C(NCC1CCCO1)C1CCCN(S(=O)(=O)c2cc(Cl)ccc2Cl)C1 (stereo not given)	7	-0.6	-6	0.2	1	-2	-2	-2	-3	107
CC1CN(CCCCOc2ccc(Cl)c3ccccc23)CC(C)O1 (stereo not given)	1	20	43*	-15	-5	-8	-6	1	-4	108
CCCc1cc(=O)oc2cc(OCc3ccc(OC)cc3)c(Cl)cc12	-3	-0.2	6	0.8	1	0	-4	2	3	98
COc1ccccc1CC(=O)OCC(=O)N1CCN(c2ccc(F)cc2)CC1	0	-0.4	0	1.4	2	-2	0	1	-5	82
COCCNC(=O)Cn1nc(C(F)(F)F)c(Cl)c1C	2	0.3	-9	1.2	-3	0	-1	-2	-6	x
O=S1(=O)N=C(N/N=C/c2cccs2)c2ccccc21	-4	-0.8	x	0.0	-18	-2	2	-4	-8	111
O=C(NCCCn1ccnc1)c1csc2ccccc12	-1	-0.4	15	-0.5	4	-8	-2	-2	-9	103
COCCC(=O)N1CCC(Oc2ccc(C(=O)N3CCC(N(C)C)C3)cc2)CC1 (stereo not given)	2	-1.7	-4	0.1	5	6	0	-4	-5	102
Cc1cccc(C(=O)OCC(=O)N2c3ccccc3CC2C)c1C (stereo not given)	-1	x	x	x	-1	x	-21	x	x	93
Cc1ccc(-c2nnn(CC(=O)NCC3CC3)n2)o1	3	-0.4	1	-1.4	-3	23	1	0	-30	x
CC1CN(C(=O)CN2C(=O)NC(C)(c3ccccc3)C2=O)CC(C)O1 (stereo not given)	-5	x	-1	1.3	-7	-3	-1	0	-9	96
Cc1nn(C(=O)c2nn(C)cc2[N+](=O)[O-])c(C)c1Br	-1	0.5	-4	0.0	1	7	1	-3	-2	95
COc1ccc(C2=NOC(Cn3nc(-c4ccccc4)cc3C(=O)NCc3cccc(Br)c3)C2)cc1 (stereo not given)	1	-0.5	-1	0.9	x	1	-8	-4	-6	105
COc1c(OC(C)=O)ccc(/C=C/c2ccc3ccccc3n2)c1[N+](=O)[O-]	2	-3.4	x	-2.7	6	4	-2	-3	-4	113
C[C@H](CO)N1C[C@H](C)[C@@H](CN(C)C(=O)Nc2ccc(C(F)(F)F)cc2)Oc2ccc(NC(=O)Nc3ccc4c(c3)OCO4)cc2C1=O	-1	-0.6	-3	0.0	x	-15	1	4	-5	91
COc1ccc(C(C)=O)cc1CSCc1cc(C(C)=O)ccc1OC	-3	-0.9	-1	-1.7	0	-6	0	3	-8	103
COCCn1c(=O)[nH]c2cc(C(=O)Nc3cccc(C(C)=O)c3)ccc2c1=O	-3	-3.4	-4	-1.3	x	3	0	0	6	x
C=C1CCC(OC(C)=O)C2(C)CCC3C(C)C(=O)OC3C12O (stereo not given)	1	-1.2	-4	1.0	2	29	-3	5	-4	93
CN(CC(=O)Nc1ccccc1Cl)C(=O)C1CSC2(C)CCC(=O)N12 (stereo not given)	2	-3.3	-6	1.4	2	-15	0	2	0	112
CCN1C(=O)[C@H]2[C@@H](c3ccc(-c4cc(C(C)=O)cs4)cc3)N[C@@](Cc3ccccc3)(C(=O)OC)[C@H]2C1=O	1	-0.2	-19	0.3	x	1	-1	-1	1	98
O=C(Nc1ccccc1C(=O)NCc1ccco1)c1ccco1	-5	-1.3	-1	-0.1	5	24	1	2	0	86
Cc1ccc(SC(=O)c2c(C)noc2-c2cc(C)on2)cc1	-6	-2.3	x	-2.1	-2	38	x	-4	x	94
Cc1cc(C(=O)CSc2nc3ccccc3n2C)c(C)n1C	0	-1.0	-6	0.1	0	13	-1	2	-4	76
Cc1nn(-c2ccccc2)nc1CNC(=O)C(C)Cc1ccccc1 (stereo not given)	-2	-0.6	0	1.0	x	-9	-6	6	1	101
COc1ccc(C(=O)NC2CCCCC2)cc1S(=O)(=O)N1CCCC1	2	-1.5	-1	0.7	-1	-1	-4	1	-8	97
N#Cc1ccc(NC(=O)COC(=O)C2=COCCO2)cc1	1	-4.2	-1	0.6	-2	24	1	-1	3	106
Cn1cccc1C(=O)OCC(=O)NCc1cccs1	1	-0.8	1	0.7	0	2	-1	-1	-4	135
COCC(O)CSc1nc(C)[nH]c1[N+](=O)[O-] (stereo not given)	7	-0.3	-3	-0.2	2	5	2	-1	-4	94
Cc1ccc(C(=O)CN2/C(=C(\O)c3ccccc3)C(=O)c3ccccc3S2(=O)=O)c(C)c1	-2	0.1	-3	0.1	2	29	-2	-1	6	96
O=C(NCC(c1ccco1)N1CCN(c2ccccc2F)CC1)OCc1ccccc1 (stereo not given)	-2	0.3	-7	-1.8	7	10	-6	0	-2	99
OCC1(Cc2cccc(C(F)(F)F)c2)CCN(Cc2cc3ccccc3o2)CC1	0	-2.3	1	-0.3	1	-5	-2	-3	-33	99

An excerpt, so the mix of outcomes need not match the whole.
